# Screens from PubChem.
# 12-LOX inh: inhibitors of human 12S-lipoxygenase ALOX12 | P18054 | purified 12hLO, xylenol orange hydroperoxide absorbance | Potency, µM (highest dose often 108 µM), without a hit: top-dose activity change, negative = inhibition, hits mostly inhibitors | 1.1% of 580,000 active | AID 1671190; active = well fitted inhibition curve with a large enough effect; inconclusive = small, poorly fitted or top-dose-only effect, or another doubt; inactive = no such curve, though single readings can be large or run the other way
# Target sequence (P18054 whole entry, looked up): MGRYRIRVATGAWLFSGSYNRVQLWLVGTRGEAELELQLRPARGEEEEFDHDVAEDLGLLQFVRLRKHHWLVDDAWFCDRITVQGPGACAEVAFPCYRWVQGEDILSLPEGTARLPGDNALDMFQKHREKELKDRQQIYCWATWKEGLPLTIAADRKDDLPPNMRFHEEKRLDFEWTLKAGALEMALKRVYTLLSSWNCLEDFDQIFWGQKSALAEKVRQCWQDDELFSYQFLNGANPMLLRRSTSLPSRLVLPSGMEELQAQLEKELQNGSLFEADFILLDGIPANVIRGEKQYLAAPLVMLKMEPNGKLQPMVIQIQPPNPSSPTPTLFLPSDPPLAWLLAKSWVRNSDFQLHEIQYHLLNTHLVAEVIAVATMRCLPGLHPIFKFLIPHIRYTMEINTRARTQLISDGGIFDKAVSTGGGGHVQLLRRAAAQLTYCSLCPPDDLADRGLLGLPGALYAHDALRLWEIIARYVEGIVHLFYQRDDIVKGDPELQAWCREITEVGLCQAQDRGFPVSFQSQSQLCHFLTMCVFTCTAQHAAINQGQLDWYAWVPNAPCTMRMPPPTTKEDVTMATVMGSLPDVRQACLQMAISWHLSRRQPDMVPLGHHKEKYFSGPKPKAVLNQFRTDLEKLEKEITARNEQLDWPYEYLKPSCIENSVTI
#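 Purified human 12hLO at 150 nM in 25 mM Hepes, 0.01% Triton X-100, pH 7.0, preincubated 15 min at room temperature with compound. Reaction started with 40 uM arachidonic acid, 30 min at room temperature. Hydroperoxide measured by Fe-xylenol orange, 573/405 nm absorbance ratio.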
# Active calls of the source: *; ? = inconclusive; [ ] = remark or other dose. % is set by controls: 0 for no effect and ±100 for the full control effect; potency is the fitted concentration of half-maximal effect. The list is partial (hit frequency here may not be typical).
SMILES,12-LOX inh
O=C(O)C1CCCN(C(=O)c2ccoc2)C1 (stereo not given),?
CC(C)CCN(CCC(=O)NCCc1ccccc1)C(=O)c1ccoc1,4.9%
O=C([C@@H]1C[C@H](F)CN1S(=O)(=O)c1ccccc1F)N1CCCCC1,18.7%
CCC(C)NC(=O)Cn1ncc2ccccc2c1=O (stereo not given),?
Cc1ccc(Cl)c(OCC(=O)c2ccc3c(c2)N(CCCC(=O)NC2CC2)C(=O)CO3)c1,32.9%[activator]
Cn1c(=O)[nH]c(=O)c2c1nc(N1CCN(Cc3ccc(F)cc3)CC1)n2C/C=C/c1ccccc1,-27.4%
CCc1ccc(NC(=O)Cn2ccn3nc(-c4ccccc4)c(CO)c3c2=O)cc1,?
CCOC(=O)c1cnc(Nc2ccc(C)c(F)c2)c2ccccc12,?
COc1ccc([C@@H]2CN(C(=O)CCn3nccc3C)C[C@H]2N(C)C)cc1,?
COC(=O)c1ccc(CN2C(=O)[C@@H]3C[C@@H](O)CN3C3(CN(Cc4ccc(F)cc4)C3)C2=O)cc1,?
COc1ccc(Cl)cc1C(=O)OCc1cccc(COC(=O)c2cc(Cl)ccc2OC)c1,-2.9%
O=C(COc1ccccc1)N1CC[C@H]2CC(=O)N(C3CC3)CC[C@H]2C1,60.3%[activator][176 µM]
CCCCCCCCN1C(=O)[C@H](CC(=O)NCc2ccc(OC)c(OC)c2)C[C@@]2(C(=O)OCC)CCC=C12,-10.5%
CC(C)N[C@@H]1CC[C@@H]1NC(=O)c1ccc(C(F)(F)F)cc1C(F)(F)F,-13.6%
CCOc1ccc(C(CC(=O)O)NC(=O)c2cnc(N(C)C)nc2C)cc1 (stereo not given),?
Fc1ccc(-c2nnc3ccc(N4CCN(Cc5ccccc5)CC4)nn23)nc1,-4.0%[176 µM]
O=C(NCC1(COc2ccc(C(F)(F)F)cn2)C[C@@H](O)[C@@H](O)C1)c1ccno1 (stereo not given in full),94.1%[activator]
Cc1ccc(S(=O)(=O)[C@H]2CS(=O)(=O)C[C@@H]2NCc2ccccn2)cc1,?
Cc1ccc(C(=O)Nc2ccc(CCC(=O)N(C)C)cc2)cc1,-36.7%
Cc1ccccc1C(=O)N1CCN(Cc2cccc3cccnc23)CC1,6.5%
Cc1ccc(S(=O)(=O)N2CCc3nc4cc[nH]n4c(=O)c3C2)cc1C,10.8%
COc1ccc(C(=O)N2CCCC(c3noc(COc4ccccc4)n3)C2)cc1 (stereo not given),10.8%
Cc1oc(-c2ccno2)cc1S(=O)(=O)Nc1cccc2ccccc12,?
Cc1cc2nc3n(c(=O)c2n1CC(=O)NCc1ccc(Cl)cc1)CCCC3,4.0%
Cc1ccsc1-c1[nH]nc2ncc(-c3c(C)noc3C)nc12,?
Cc1ccc(C2c3c(n[nH]c3C)C(=O)N2Cc2ccccc2)cc1 (stereo not given),-15.8%
Cc1nc(-c2ccc(C)c(S(=O)(=O)N3CCCC3)c2)cs1,3.0%
Cc1cccc(NC(=O)c2cccc3ncccc23)c1,-12.2%
O=C(c1ccco1)N1CCN(/C=C/C(=O)C(F)(F)F)CC1,-2.9%
CC(Sc1n[nH]c(-c2ccccc2)n1)c1nc(C(C)(C)C)no1 (stereo not given),-6.6%
CCCCN1C(=O)[C@@H]2C[C@@H](O)CN2C2(CN(CC(C)C)C2)C1=O,44.4%[176 µM]
CCN1CCN(C(=O)C2CCCCC(=O)N2)CC1 (stereo not given),22.1%
COc1ccc(-c2cc(C(=O)Nc3c(C)nn(Cc4ccccc4C)c3C)no2)cc1OC,-9.1%
COC(=O)c1ccc(/C=C(/C#N)C(=O)c2ccsc2)cc1,?
COCc1nc(CCNC(=O)C2CCC2)no1,5.9%
O=C(NC1CC1)c1ccc2cncn2c1,26.8%[176 µM]

# Rewritten with each value named: four of the compounds above
> CCc1ccc(NC(=O)Cn2ccn3nc(-c4ccccc4)c(CO)c3c2=O)cc1
- 12-LOX inh: ?
> COc1ccc([C@@H]2CN(C(=O)CCn3nccc3C)C[C@H]2N(C)C)cc1
- 12-LOX inh: ?
> COC(=O)c1ccc(/C=C(/C#N)C(=O)c2ccsc2)cc1
- 12-LOX inh: ?
> O=C(O)C1CCCN(C(=O)c2ccoc2)C1 (stereo not given)
- 12-LOX inh: ?

# (next part)
SMILES,12-LOX inh
CC(C(=O)N(C)CC(=O)Nc1ccccc1C(F)(F)F)N1CCN(c2cccc(Cl)c2)CC1 (stereo not given),-36.2%
COc1ccccc1-c1cn2c(n1)CO[C@@H](CNC(=O)COc1ccccc1)C2,3.2%[176 µM]
Cc1nnc(NC(=O)c2csc(NCC(C)C)n2)s1,6.3%
O=C(O)CSCc1ccc(F)cc1,8.3%
COc1ccc(CNC(=O)N2C[C@H](c3nc(-c4ccncc4)no3)[C@@H](C)C2)cc1,13.0%
Fc1ccc(/C=N/NC(=S)NCc2ccccc2)cc1F,?
CCc1ccc(CN2CCC3CC(=O)NCCC3C2)cc1 (stereo not given),5.3%[12.5 µM]
Cc1nn(C(C)C)cc1N,?
COc1cccc(NC(=O)Nc2cc(-c3nc4ccccc4o3)ccc2OC)c1,2.5%
CCOC(=O)N1CCN(Cc2nccn2CCOC)CC1,5.1%
CN(C)CCNc1oc(-c2ccc(S(=O)(=O)N3CCCCCC3)cc2)nc1C#N,-15.3%
COCC[C@]1(O)CCN(Cc2cc(F)ccc2-n2cccn2)C[C@H]1C,41.4%[activator]

# Reformatted: entries from further up
CCOC(=O)N1CCN(Cc2nccn2CCOC)CC1
  12-LOX inh: 5.1%
COc1cccc(NC(=O)Nc2cc(-c3nc4ccccc4o3)ccc2OC)c1
  12-LOX inh: 2.5%

# Next part
SMILES,12-LOX inh
OC(c1ccc2c(c1)CCO2)c1nc(Nc2cccc(C(F)(F)F)c2)n[nH]1 (stereo not given),43.0%[activator][176 µM]
O=C(Nc1ccc2c(c1)OCO2)C1CCc2sc(C(=O)N3CCCC3)cc2C1 (stereo not given),-5.3%
CCCS(=O)(=O)N1CC(F)(F)C[C@H]1c1nnc(C)o1,12.2%
CC(C)CNc1nc(-c2ccc(O)c(C(N)=O)c2)cs1,?
Cc1ncccc1C(=O)NCC(=O)N1CCCCCNC(=O)CC1c1ccccc1 (stereo not given),-0.3%
O=C(Nc1nccs1)c1ccc2c(c1)OCCN(CCC(F)(F)F)C2,31.8%[activator][176 µM]
CC(C)NC(=O)c1nc(-c2ccc3[nH]ccc3c2)no1,-2.6%
CCc1ccc(N2CC(c3noc(-c4ccc(OC)cc4)n3)CC2=O)cc1 (stereo not given),1.0%
CC(C)CCN1CCc2nc(N3CCN(C)CC3)[nH]c(=O)c2CC1,2.6%
Cc1cccc(-n2cccc2C=O)c1C,-5.7%
Cc1nc2ccc(C(=O)N3C[C@@H]4CCN(C)C[C@]4(C(=O)O)C3)cc2s1,3.1%
CC(O)CNC(=O)C(=O)Nc1sc2c(c1C#N)CC(C)(C)OC2 (stereo not given),60.1%[activator]
CCCNC(=O)c1cc(-c2ccccc2OC(C)C)nc2ccccc12,15.6%
COCCN1CCC(N2CCN(S(=O)(=O)c3ccccc3Cl)CC2)C1=O (stereo not given),43.9%[activator]
CC(=O)N1CCc2nc3sc(C(=O)Nc4ccc(F)cc4)c(N)c3c(C(F)(F)F)c2C1,1.8%
COc1cc(Cl)ccc1C(=O)N1CCC2(CC1)NC(=O)N(c1ccccc1)N2,?
Cc1ccc(CSc2nc3c(cc2C#N)C(=O)CC(C)(C)C3)cc1,?
COc1ccc(C)cc1C(=O)N1CC(=O)N(c2cccc(Cl)c2)CC1C (stereo not given),8.7%
COc1cccc(C(=O)N2CCc3c(C(=O)NC(C)c4ccco4)c(OC)cc(=O)n3CC2)c1OC (stereo not given),3.5%
COc1ccc2cc(C3CN(C(=O)c4cc(C(C)=O)n[nH]4)CCO3)ccc2c1 (stereo not given),42.2%[activator]
COCCNC(=O)[C@@H]1CCC[C@@H](NCc2cccnc2)CN(C)C(=O)C1,12.7%[176 µM]
CC(=O)N1CC(CO)C2(CCN(C(=O)c3ccc(Br)cc3)CC2)C1 (stereo not given),5.1%
O=S(=O)(CCCSc1nc2ccccc2s1)c1ccccc1,37.8%[activator]
NC(=O)[C@@H]1CN(C(=O)CC2CC2)C[C@H]1COc1ccccc1,22.1%
CCOc1ccccc1OCCOc1ccc(Cl)c(CC)c1,?
CC(OC(=O)Cc1nn(C)c(=O)c2ccccc12)C(=O)NCc1ccccc1 (stereo not given),?
CCCCNC(=O)c1ccc2c(c1)N(Cc1ccccc1)C(=O)CS2=O (stereo not given),4.3%
COC(=O)CN(Cc1ccccc1)Cc1ccco1,?
O=C(N[C@H](c1cccs1)C1CC(O)C1)c1cccc(-n2cccn2)c1 (stereo not given in full),35.9%[activator]
Cc1oc(-c2ccccc2NC(=O)C2CCC2)nc1CNC(=O)Cc1cc(F)cc(F)c1,24.8%
O=C(CC1CCCCN(Cc2ccccc2)C1=O)NC1CCCCCC1 (stereo not given),11.7%
COc1cc(OC)c(Nc2nc3ccccc3nc2NS(=O)(=O)c2ccc(C)cc2)cc1Cl,-10.2%
Cc1nc2ccc(Cl)c([N+](=O)[O-])c2nc1C,-19.7%
CCS(=O)(=O)CCSC(C)C(=O)O (stereo not given),37.8%[activator]
O=C(CCc1cccnc1)NC(C1CC1)C1CC1,-0.4%
COc1ccc(C(=O)N2C(C(=O)NC3CC3)COC23CCN(C(=O)Cc2cccs2)CC3)cc1 (stereo not given),5.1%

# Fetched one by one from the entries so far, five records:
SMILES,12-LOX inh
CC(=O)N1CC(CO)C2(CCN(C(=O)c3ccc(Br)cc3)CC2)C1 (stereo not given),5.1%
COc1ccc(CNC(=O)N2C[C@H](c3nc(-c4ccncc4)no3)[C@@H](C)C2)cc1,13.0%
NC(=O)[C@@H]1CN(C(=O)CC2CC2)C[C@H]1COc1ccccc1,22.1%
Cc1nc(-c2ccc(C)c(S(=O)(=O)N3CCCC3)c2)cs1,3.0%
COCC[C@]1(O)CCN(Cc2cc(F)ccc2-n2cccn2)C[C@H]1C,41.4%[activator]

# Next part:
SMILES,12-LOX inh
CC(CNCc1cccs1)CN1CCCCC1 (stereo not given),?
CC(=O)Nc1cccc(C(C)NC(=O)NC(c2ccc(Cl)cc2)C(C)C)c1 (stereo not given),-76.1%
CCCn1c(=O)n(CC(=O)Nc2ccc(C(C)CC)cc2)c(=O)c2c1nc(C)n2CCOC (stereo not given),16.8%
Cn1c(=O)c2c(nc(SCCCC#N)n2Cc2ccc(Cl)c(Cl)c2)n(C)c1=O,?
COC(=O)CC1OCC=C2CN3CCC45C6=CC(=O)C(=O)C([N+](=O)[O-])=C6NC4C1C2CC35 (stereo not given),?
COc1ccc(NC(=O)c2c(C)nc3n2CCC(Nc2ccccc2C)C3)cn1 (stereo not given),17.8%[176 µM]
N#Cc1cccc(C(=O)N2C[C@@H](Oc3ccccc3)C[C@H]2C(=O)N2CCCC2)c1,33.3%
CCCOc1ccc(OCC(=O)Nc2ccc3oc(C)nc3c2)cc1,22.6%
CCn1c(=O)n(CC(=O)N(C)Cc2ccc(C)cc2C)c2ccccc21,-1.9%
CCC(=O)N1CCCCCCn2c(nnc2-c2ccc(F)cc2)CC1,26.1%
COC[C@@H]1CN(Cc2cccc(C#N)c2)C[C@H]1c1ccncc1,68.8%[activator]
Cc1cc2c(-c3cccc(CO)c3)nc(-c3c(C)noc3C)cc2[nH]1,?
C=CC(=O)Nc1ccc2ncnc(Nc3ccc(OCc4cccc(F)c4)c(Cl)c3)c2c1,-28.5%[57.4 µM]
O=C(Nc1ccc(F)c(F)c1F)C1CCN(c2nc3ccccc3o2)CC1,-41.5%
COc1ccccc1N1CCCc2ncc(C(=O)N3CCCC[C@@H]3Cc3ccccc3)cc21,-2.6%
COc1cc(-c2ccnc3nc(-c4ccco4)nn23)cc(OC)c1OC,10.1%
C[S+](=O)([O-])N1CC2ON=C(C(=O)N3CCN(c4ncccn4)CC3)C2C1 (stereo not given),-1.1%[6.33 µM]
COc1ccccc1CN1CCCC2(CCN(S(=O)(=O)c3ccccc3)CC2)C1,-2.3%[57.4 µM]
COc1ccc(Oc2ncc3ncc(=O)n(CCc4ccccc4)c3n2)cc1,0.0%
N#Cc1ccc(NCCNC(=O)c2nccnc2N)nc1,-17.8%
O[C@@H]1C[C@@H](c2nc(Cc3ccc(F)cc3Cl)no2)N(Cc2ncc[nH]2)C1,60.2%[activator][176 µM]
O=C(COC(=O)c1cccs1)c1ccc(-c2ccccc2)cc1,44.0%[activator]
O=C(CCc1ncc(-c2ccccc2)o1)Nc1nc2ccccc2s1,-24.4%
O=C1/C(=C/c2ccc([N+](=O)[O-])cc2)CCOc2ccc(F)cc21,-17.2%
CCc1cn[nH]c1C1CCCN(C(=O)c2ccc(Cn3nnnc3C)cc2)C1 (stereo not given),3.0%
COc1ccc(C2CCCN2Cc2cc(=O)oc3c(C)c(C)ccc23)cc1 (stereo not given),-17.4%
COc1cc(OC)c2c(c1Cl)O[C@@]1(C2=O)[C@H](C)CC(=O)C[C@@H]1OC,3.0%[57.4 µM]
CCCN1CCN(C(=O)c2cc3c(s2)CCN(C(=O)c2ccc(F)cc2)C3)CC1,41.5%[activator]
CCCc1cc(=O)oc2c(C)c(OCC(=O)OC(C)C)ccc12,-20.9%
CCCCN(C)C(=O)CN1C(=O)NC2(CCC(C)CC2)C1=O (stereo not given),2.2%
CCN1CC2(CCC1=O)CCN(CCS(=O)(=O)c1ccccc1)CC2,1.3%
CC(=O)N1CCN(c2ccnc(-c3nnc(C)n3C3CCCCC3)c2)CC1,?
O=C(NC[C@H]1COCc2nc3cc(C(F)(F)F)ccc3n21)c1ccccn1,6.0%[176 µM]
CCNc1ncc2ncc(=O)n(CCOC)c2n1,47.6%
Cc1cnc(NC(=O)C(C)(C)Oc2ccc(Cl)cc2Cl)s1,16.5%
O=C(CCC1CCCN(S(=O)(=O)c2ccc(F)cc2)C1)NCc1ccco1 (stereo not given),7.5%
O=c1[nH]c(C2CCCN(Cc3ccc(-c4ccccc4)cc3)C2)nc2ccc(F)cc12 (stereo not given),?
